SMARCA2 activ: activators of SMARCA2 function; MG213 cells, MMTV-luciferase reporter, dexamethasone, overnight; activation, % at 9.1 µM; actives 1% (n = 370,000); AID 652017; in the data active = activation above about 7.8%;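 note: 0% = vehicle wells and 100% = reference activator wells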
HTRA1 inhibitor: blocks human HTRA1 serine peptidase; AID 504803; Q92743; inhibition, % at 5.96 µM; actives 0.5% (n = 340,000); recombinant HTRA1, FP-rhodamine activity-based probe, fluorescence polarization; in the data active = inhibition above about 36%;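 note: 0% = enzyme with DMSO and 100% = wells lacking enzyme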
GC-A act: GC-A (human) enzyme activation; P16066; HEK293 GC-A cells, cGMP TR-FRET, EC30 ANP; 0% at EC30 ANP, 100% saturating ANP; activation, % at 10 µM; actives 0.14% (n = 370,000); AID 1671463; in the data active = activation above about 40%
Target sequence (P16066 whole entry, looked up): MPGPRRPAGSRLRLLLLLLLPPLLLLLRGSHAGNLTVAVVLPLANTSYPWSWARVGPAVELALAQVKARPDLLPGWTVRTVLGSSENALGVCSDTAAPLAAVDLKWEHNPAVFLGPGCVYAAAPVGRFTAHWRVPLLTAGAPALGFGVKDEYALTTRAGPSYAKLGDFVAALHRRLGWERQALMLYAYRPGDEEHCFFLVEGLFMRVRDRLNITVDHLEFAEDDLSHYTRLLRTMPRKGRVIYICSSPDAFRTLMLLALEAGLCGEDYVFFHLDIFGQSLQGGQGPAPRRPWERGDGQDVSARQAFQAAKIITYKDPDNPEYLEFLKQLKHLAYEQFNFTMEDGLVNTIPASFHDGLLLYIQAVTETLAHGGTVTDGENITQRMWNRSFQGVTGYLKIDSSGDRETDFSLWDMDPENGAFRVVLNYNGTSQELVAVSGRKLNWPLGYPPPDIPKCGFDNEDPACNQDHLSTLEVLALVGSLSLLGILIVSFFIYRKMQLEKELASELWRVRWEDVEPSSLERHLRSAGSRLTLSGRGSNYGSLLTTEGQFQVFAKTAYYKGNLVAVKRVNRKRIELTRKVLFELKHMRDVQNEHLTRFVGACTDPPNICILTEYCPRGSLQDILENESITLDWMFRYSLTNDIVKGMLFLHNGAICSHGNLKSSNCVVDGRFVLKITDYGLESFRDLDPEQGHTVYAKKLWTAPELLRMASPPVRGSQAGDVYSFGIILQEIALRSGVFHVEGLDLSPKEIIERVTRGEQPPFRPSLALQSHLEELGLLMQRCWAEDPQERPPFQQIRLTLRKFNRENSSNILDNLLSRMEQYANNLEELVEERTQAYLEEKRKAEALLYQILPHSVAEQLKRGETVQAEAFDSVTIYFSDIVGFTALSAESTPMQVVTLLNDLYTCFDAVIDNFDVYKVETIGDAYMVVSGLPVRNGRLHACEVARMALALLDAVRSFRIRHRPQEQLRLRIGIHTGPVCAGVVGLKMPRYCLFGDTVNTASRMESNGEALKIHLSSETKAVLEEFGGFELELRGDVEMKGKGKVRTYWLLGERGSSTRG
mABHD4 FP: ABHD4 (mouse) inhibition, primary FP screen; Q8VD66; purified mABHD4, FP-Rh probe fluorescence polarization; inhibition, % at 8.92 µM; actives 0.54% (n = 370,000);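 active = inhibition exceeding the mean over every tested compound plus 3 SD, cut at about 30% in these data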;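 note: 0% = plate median of compound wells and 100% = S159A mutant with DMSO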
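Test system: mouse ABHD4 enzyme, wild type. Reagent: FP-Rh fluorescent activity-based probe, added after compound pre-incubation. Timing: pre-incubation 45 min, probe exposure 60 min, at 25 °C. Technique: FP readout, ex 525 nm / em 598 nm. Benchmarks: high control S159A mutant with DMSO, low control median of compound wells.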
NR1D1 modulator: modulates human Rev-erb alpha binding to DNA; Rev-erbα–FITC-DNA binding, fluorescence polarization, 90 min; actives 0.79% (n = 370,000); activity, % at 10 µM; AID 1259318; P20393;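 active = activity above about 14%, limit read from the data; passing the limit was not always enough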;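 note: 0% = DMSO wells with 35 nM protein and 100% = DMSO wells with 750 nM protein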
PG9 binder: small molecules binding HIV-1 gp120 antibody PG9. TR-FRET gp120-PG9 antibody binding. inhibition, % at 6.7 µM. actives 0.43% (n = 360,000). AID 624416; in the data active = inhibition above about 8.5%
ARFGAP1 inh: inhibitors of rat ARFGAP1. Q62848. Arfgap1-stimulated ARF1 GTP hydrolysis, GDP FP detection. inhibition, % at 16.5 µM. actives 0.26% (n = 360,000);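 active = inhibition above a per-plate limit, mean inhibition of low control wells plus 3 SD, cut at about 25% in these data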;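 note: 0% = DMSO wells with enzyme and 100% = wells lacking Arfgap1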
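Assay system: purified rat His6-Arfgap1 residues 1-136 (GAP domain); Reagent: human Δ17 ARF1 bound to GTP; Dosing: 16.5 µM single point, 1.26% DMSO; Times: GTP hydrolysis reaction 2 h at 25 °C; Signal: FP, GDP Alexa 633 tracer displaced from anti-GDP antibody, 620/688 nm; Measure: % inhibition from polarization.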
ASAP1 inh: inhibitors of human ASAP1 ArfGAP activity; Q9ULH1; ASAP1-stimulated ARF1 GTP hydrolysis, GDP FP detection; inhibition, % at 16.5 µM; actives 0.19% (n = 360,000); in the data active = inhibition above about 25%;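 note: 0% = vehicle with enzyme and substrate and 100% = no enzyme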
rCAG binder: r(CAG) repeat RNA binding; AID 651821; TO-PRO-1 dye displacement fluorescence; actives 1.3% (n = 370,000); inhibition, % at 3 µM;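 active = inhibition above the plate cutoff, the mean of all test compounds on that plate plus 3 SD, cut at about 35% in these data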;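 note: 0% = DMSO alone and 100% = 100 µM mitoxantrone as full dye displacement; higher means more dye released from RNA so lower well fluorescence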
NPR2 activator: GC-B (human) receptor activation; P20594; HEK293-GC-B cells, CNP EC30, cGMP TR-FRET; 0% at EC30 CNP, 100% saturating CNP; activation, % at 10 µM; actives 0.11% (n = 370,000); AID 1920062;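 active = activation at 10 µM reaching about 35% in either raw or pattern-adjusted values, limit read from the data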
Numbers without * were called inactive; . = no result given.

SMILES	SMARCA2 activ	HTRA1 inhibitor	GC-A act	mABHD4 FP	NR1D1 modulator	PG9 binder	ARFGAP1 inh	ASAP1 inh	rCAG binder	NPR2 activator
Cc1ccccc1-n1nnc2c(=O)oc3ccccc3c21	-4	5	6	3	7	-2.1	-5	6	1	34
Cc1cc(C(=O)Nc2cc(Br)ccc2O)on1	-1	4	1	1	-4	-3.8	-2	-3	1	-1
CN(C)c1ccc(-c2ccnc3c2CC(C)(C(=O)Nc2ccccc2)O3)cc1 (stereo unspecified)	-4	.	-2	5	1	0.3	-4	-10	1	-1
COCCCN1C(=O)C(CC(=O)NC2CCCCC2)CC(C(=O)N(C)C)=C1C (stereo unspecified)	-5	8	0	6	1	0.1	-1	-1	-1	0
O=C(COC(=O)CCSc1ccc(Cl)cc1)NCCc1ccccc1	0	-10	1	1	4	-2.0	10	-2	-6	-2
COC(=O)c1ccc(-c2n[nH]c(=O)c3ccccc23)cc1	2	3	-9	1	0	-0.8	5	-8	-1	-7
NC(=O)c1ccc(NC(=O)CC23CC4CC(CC(Br)(C4)C2)C3)cc1	-5	-6	0	3	-2	0.0	13	-1	1	-7
Cn1c(=O)n(C)c2cc(NC(=O)CSc3nnc(-c4ccccc4O)n3-c3ccccc3)ccc21	-2	4	-1	2	0	0.3	1	-8	1	-3
COC(=O)c1c(NC(=O)C2=COCCO2)sc(C)c1C	3	-11	-4	2	3	0.8	-9	7	-1	-1
COC(=O)c1cccnc1-n1c(=O)c2cccnc2n(Cc2cccc(OC)c2)c1=O	1	-2	-4	0	3	-0.3	-4	5	2	2
COc1cccc(CN(C)C(=O)CC23CC4CC(CC(C4)C2)C3)c1OC	-4	-16	4	14	4	1.4	8	2	-3	-4
CCN(C(=O)COC(=O)c1cccnc1)c1cccc2ccccc12	3	-13	-2	1	6	-1.2	-3	-11	0	1
CC(C)CCOc1cccc(OCC(=O)Nc2ccncc2)c1	-5	-5	-1	-6	1	-0.3	7	-2	2	-1
Cc1cc(C)n2nc(SCC(=O)N(Cc3ccccc3)C3CCS(=O)(=O)C3)nc2n1 (stereo unspecified)	0	-2	5	4	8	0.5	-3	-6	0	-1
CC1Cc2ccccc2N1S(=O)(=O)c1cccc(C(=O)N2Cc3ccccc3CC2C(N)=O)c1 (stereo unspecified)	-4	-11	2	-8	2	-0.2	-10	7	8	0
O=C(Nc1ccccc1C(=O)Nc1ccc(Br)cn1)c1cccc([N+](=O)[O-])c1	-2	-2	0	-7	-1	-0.2	6	5	-1	-4
COc1ccc(/C(=N/O)C(C)(C)NO)cc1	1	4	0	11	1	-0.1	6	-3	0	-1
COc1ccc(CNC(=O)c2cc3c(s2)CN(Cc2ccccc2)C3)cc1	-3	-15	-1	-6	0	-0.6	7	-8	-2	-3
NS(=O)(=O)c1ccc(CCNC(=O)c2ccc3c(c2)OCO3)cc1	-4	3	4	-14	0	0.0	11	12	4	3
COCCCn1cc(CN2CC(N3CCCC3)CS2(=O)=O)nn1 (stereo unspecified)	-4	.	1	-8	2	0.3	-17	-6	0	2
CCOC(=O)/C(O)=C/c1ncc(C(F)(F)F)cc1Cl	1	-5	-5	-3	7	-0.4	6	7	2	-2
O=C(NC(CO)c1ccccc1)c1ccco1 (stereo unspecified)	-1	0	3	-10	-4	-0.7	-14	-1	0	2
CCOc1cc(NC(=S)Nc2ccccc2)c(OCC)cc1NC(=O)c1ccccc1	-2	-5	3	9	-1	-3.4	6	3	8	0
CC(=O)c1c(C)nc2ccc(Br)cc2c1-c1ccccc1	1	-18	-18	-3	7	0.4	0	7	-4	-9
CCCOC(=O)c1c(-c2ccccc2)nc(CC)c(C(=O)SCC)c1CCC	0	0	-1	2	3	-1.8	-6	10	1	6
COc1ccc(N(CC(=O)Nc2ccc(C)c(F)c2)S(=O)(=O)c2c(C)noc2C)cc1	0	-6	-4	-6	-3	2.5	-10	1	1	2
CC1(c2nnc(Cc3ccccc3)o2)CC(c2ccncc2)=NO1 (stereo unspecified)	0	5	3	2	3	-1.2	43*	1	2	1
CCC(=O)N1CCN(c2ccc(NC(=O)COc3ccc(CC)cc3)cc2)CC1	-3	-1	5	1	4	-0.8	10	8	-8	3
CCN(CC)S(=O)(=O)c1ccc(C(=O)NCc2nnc(SCC(=O)OC)n2C)cc1	-1	14	0	-6	3	-1.5	-1	12	-3	4
COc1cccc(-c2sc3ccc(OC)cc3c2C#CCCO)c1	0	-67	-2	-37	-1	-2.6	9	9	12	-8

Reprinted at random: 2 compounds from above, in no set order.
SMILES	SMARCA2 activ	HTRA1 inhibitor	GC-A act	mABHD4 FP	NR1D1 modulator	PG9 binder	ARFGAP1 inh	ASAP1 inh	rCAG binder	NPR2 activator
COC(=O)c1cccnc1-n1c(=O)c2cccnc2n(Cc2cccc(OC)c2)c1=O	1	-2	-4	0	3	-0.3	-4	5	2	2
CCCOC(=O)c1c(-c2ccccc2)nc(CC)c(C(=O)SCC)c1CCC	0	0	-1	2	3	-1.8	-6	10	1	6

Continuation.
SMILES	SMARCA2 activ	HTRA1 inhibitor	GC-A act	mABHD4 FP	NR1D1 modulator	PG9 binder	ARFGAP1 inh	ASAP1 inh	rCAG binder	NPR2 activator
CN(C(=O)c1c[nH]c(=O)cc1C(F)(F)F)c1ccc(Cl)c(Cl)c1	-1	11	-1	6	5	-2.1	-9	11	-2	-4
CCOc1ccc2ccccc2c1C(=O)Nc1cc(=O)n(C)c(=O)n1C	1	3	0	-2	0	0.2	15	3	1	7
CC1CCN(C(=O)COC(=O)CNC(=O)C23CC4CC(CC(C4)C2)C3)CC1	0	-5	2	5	2	-0.6	-6	-7	-7	3
C[C@H](CO)N1C[C@H](C)[C@@H](CN(C)C(=O)Nc2ccccc2)Oc2ccc(NC(=O)CCN3CCOCC3)cc2C1=O	-5	3	0	2	-3	-1.6	5	-5	9	0
O=C(CNC(=O)c1ccc(F)cc1)N/N=C/c1cc(Br)ccc1OCc1ccccc1	-5	-71	-3	-15	0	-2.1	12	-1	2	-5
O=S(=O)(NCc1ccc2c(c1)OCO2)c1ccc2c(c1)oc1ccccc12	-1	-47	-1	-36	5	-0.4	-3	10	6	-5
O=C(O)CSC(C(=O)Nc1ccc(Br)cc1)c1ccc(Cl)cc1 (stereo unspecified)	0	-12	2	-14	7	-2.0	-7	15	37*	8
O=C(c1ccc(F)cc1)C1CCN(C(=O)c2ccncc2)CC1	-1	0	2	6	-4	-1.5	13	-11	1	-4
CC(OC(=O)CC1CC2CCC1C2)C(=O)Nc1ccc(N2CCOCC2)cc1 (stereo unspecified)	0	-1	-2	0	0	-1.1	10	6	-5	-4
O=C(NCCCN1CCOCC1)c1cccc(S(=O)(=O)Nc2ccccc2Cl)c1	0	-5	-1	-3	-2	-0.7	7	0	3	2
Cc1ccc(C(=O)N2CCN(c3ccccc3O)CC2)cc1S(=O)(=O)N1CCCCC1	0	-4	0	3	3	-1.0	-8	-5	1	0
CCOc1cc(C(=O)Nc2nnc(CC)s2)ccc1OCC(=O)N1CCOCC1	0	5	1	0	1	0.4	-7	5	-5	3
O=C1OCC2=C1C(c1ccc(Cl)cc1)c1cc3c(cc1O2)OCO3 (stereo unspecified)	3	-2	-7	-6	4	-1.3	5	-5	0	4
CC(C)C[C@@H](CO)N1CCN(Cc2ccc(O)cc2)CCC1=O	2	14	2	3	-3	-3.3	4	3	-5	-1
O=C1c2ccc(Oc3ccc([N+](=O)[O-])cc3)cc2C(=O)N1CCCO	0	9	-1	-1	-4	-2.4	6	-5	-5	1
Cc1ccc(CNC(=O)Cn2ccc3cc(S(=O)(=O)N4CCCCCC4)ccc32)cc1	-2	-24	0	-10	7	-3.1	-5	2	5	-1
COc1ccc(C(=O)OCC#CCSc2nnc(-c3cccc4ccccc34)o2)cc1	2	1	-1	3	-4	-0.7	-10	7	7	0
COc1cccc(CN2c3ccc(Br)cc3C(=O)CS2(=O)=O)c1	1	-135	-2	-52	2	-2.1	3	7	52*	0
CNC(=O)c1ccsc1NC(=O)CCS(=O)(=O)c1ccccc1	0	1	3	1	-4	-0.7	5	-4	1	-1
CN(C)CCN=Cc1c(O)n(Cc2ccc3c(c2)OCO3)c(=O)c2ccccc12	-2	-2	8	6	2	-0.3	5	3	0	4
O=c1cc(CSc2nc3ccccc3[nH]2)c2ccccc2[nH]1	3	-6	-2	6	-2	-1.3	3	-8	2	-6
COc1cccc(NC(=O)CSc2ccc3nnc(-c4ccccn4)n3n2)c1	4	4	-6	-3	0	-2.2	7	-11	1	-1
Cc1ccc(NC(=O)c2cccs2)cc1NC(=O)c1ccccc1Cl	1	-4	3	-6	-3	4.7	3	-3	1	1
COc1cccc(NC(=O)C2CCN(S(=O)(=O)c3ccc4c(c3)NC(=O)C(C)S4)CC2)c1 (stereo unspecified)	-4	-15	-16	-12	2	-1.6	7	-15	3	-3
COc1ccc([N+](=O)[O-])cc1NC(=O)c1ccc(CN(c2ccccc2)S(C)(=O)=O)cc1	0	-30	4	-6	-7	-0.6	-1	7	10	-7
CC1CCCCN1CCNS(=O)(=O)c1ccc2c(c1)oc(=O)n2C (stereo unspecified)	-2	-2	6	-3	-4	0.1	-1	-14	2	1
Cc1cc(-c2nc3ccccc3[nH]2)ccc1N	7	6	-3	4	3	-3.5	-7	-1	-1	-2
CCOC(=O)c1c(C)n(C)c2ccc(OC)c(NC(=O)CN3CCCCC3)c12	5	1	-2	2	1	-2.3	6	4	-7	0
CCCCCN(C(=O)CCC(=O)OC(C)C(=O)NC1CCCCC1)c1c(N)n(CCCC)c(=O)[nH]c1=O (stereo unspecified)	0	4	2	1	7	-1.1	-3	-1	-6	-3
Cn1cc(C(=O)NC2CCCCCCC2)c(=O)c2cc(S(=O)(=O)N3CCCC3)ccc21	-4	-6	8	0	2	-0.9	5	7	0	5

One compound at a time, as listed above.
Results for `Cc1ccc(CNC(=O)Cn2ccc3cc(S(=O)(=O)N4CCCCCC4)ccc32)cc1` = SMARCA2 activ = -2; HTRA1 inhibitor = -24; GC-A act = 0; mABHD4 FP = -10; NR1D1 modulator = 7; PG9 binder = -3.1; ARFGAP1 inh = -5; ASAP1 inh = 2; rCAG binder = 5; NPR2 activator = -1
Results for `COc1cccc(NC(=O)CSc2ccc3nnc(-c4ccccn4)n3n2)c1` = SMARCA2 activ = 4; HTRA1 inhibitor = 4; GC-A act = -6; mABHD4 FP = -3; NR1D1 modulator = 0; PG9 binder = -2.2; ARFGAP1 inh = 7; ASAP1 inh = -11; rCAG binder = 1; NPR2 activator = -1

(listing goes on)
SMILES	SMARCA2 activ	HTRA1 inhibitor	GC-A act	mABHD4 FP	NR1D1 modulator	PG9 binder	ARFGAP1 inh	ASAP1 inh	rCAG binder	NPR2 activator
CCCSc1nnc(NC(=O)c2ccco2)s1	-2	1	6	-3	0	-0.1	6	5	1	1
O=Cc1cn(CCC(=O)O)nc1-c1cccc2ccccc12	-4	5	0	-3	-1	-2.0	6	10	-2	0
CC(C)(CNS(=O)(=O)c1ccc(Cl)cc1)N1CCCCC1	2	1	4	-2	-1	-0.9	6	2	-1	2
NC(=O)CSc1nnnn1CC(CC(=O)O)c1ccccc1 (stereo unspecified)	-1	-5	4	-5	3	-1.3	7	6	-1	2
Cc1ccc(C)c(S(=O)(=O)N2CCCC2CNC(=O)C(=O)NCCc2ccco2)c1 (stereo unspecified)	-2	-3	0	2	-1	0.3	-5	-7	-7	-11
Cc1cc(C)c(NC(=O)CC(=O)c2ccccc2)c(Cl)c1	-2	-3	1	-20	-2	-1.0	-12	-11	8	2

Screening data: PubChem BioAssay, several laboratories
